Screening data deposited in PubChem BioAssay by several laboratories.
AID772 = HT29 colon tumor cell growth inhibition, primary screen, imaging, high content imaging, 72 h, CellTiter-Glo (AID 772) | HT29 cell growth, HCS imaging cell count, 72 h; stronger effect = higher value | growth inhibition, % at 10 µM | 3,300 compounds, 0.6% hits;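 active means growth inhibition above 90%, meaning viable cell count cut by more than 90% versus vehicle controls; inactive means growth inhibition below 90%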
AID364 = Jurkat cell viability reduction – Jurkat E6.1, NIH starter set, primary screen (AID 364) | Jurkat E6.1 viability, ATP luminescence, 48 h; higher % means a stronger effect | inhibition, % at 4 µM; hits with a dose series show CC50 in µM | 3,300 compounds, 2% hits;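 active means concentration giving half-maximal inhibition at or below 20 micromolar; inactive means half-maximal concentration above 20 micromolar, or not dose tested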;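 further: 100% = cells treated with 4 µM doxorubicin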
HT29 cell growth-1 = HT29 colon tumor cell growth inhibition, primary screen, imaging, high content imaging, 24 h, CellTiter-Glo (AID 770). HT29 cell number by imaging, 24 h; stronger effect = higher value. 3,300 tested, under 10 active. growth inhibition, % at 10 µM;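 active means growth inhibition above 90% in viable cell count at a single dose; inactive means growth inhibition below 90%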
A549 NSCLC growth = A549 NSCLC cell proliferation inhibitors – ATP luminescence, human non-small cell lung line, primary screen (AID 371); A549 growth inhibition, ATP luminescence; stronger effect = higher value; growth inhibition, % at 10 µM; 3,300 compounds, 8.4% hits;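 active means mean growth inhibition over the two runs of 50% or more; inactive means mean growth inhibition under 50%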;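 further: compound exposure lasted 72 h before the ATP read; 0% = untreated cell signal and 100% = no luminescence left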
HT29 cell growth-2 = HT29 colon tumor cell growth inhibition, primary screen, imaging, high content imaging, 48 h, CellTiter-Glo (AID 771); HT29 cell growth, HCS imaging cell count, 48 h; stronger effect = higher value; growth inhibition, % at 10 µM; 3,300 compounds, 2% hits;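 active means growth inhibition above 90%, meaning viable cell count by imaging cut by more than 90% versus vehicle controls; inactive means growth inhibition below 90%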;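 further: percent fewer viable cells counted by imaging than vehicle controls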
HT29 cell growth-1 condensed nuclei = recorded beside HT29 cell growth-1, whose call it bears; condensed nuclei, %; measured here: percent cells with condensed nuclei;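 share of cells whose nuclear area falls below control median minus 1.5 SD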
HT29 cell growth-1 ATP viability = also measured in HT29 cell growth-1; calls as there; growth inhibition, %; measured here: ATP CellTiter-Glo viability
HT29 cell growth-2 condensed nuclei = also measured in HT29 cell growth-2; calls as there; condensed nuclei, %; measured here: percent cells with condensed nuclei;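 condensed means Hoechst nuclear area under control median minus 1.5 SD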
HT29 cell growth-2 ATP viability = also measured in HT29 cell growth-2; calls as there; growth inhibition, %; measured here: ATP CellTiter-Glo viability inhibition
AID772 condensed nuclei = second read-out of AID772, no call of its own (marks repeat the call); condensed nuclei, %; measured here: percent cells with condensed nuclei;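 condensed means nuclear area below control median minus 1.5 SD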
AID772 second = recorded beside AID772, whose call it bears; growth inhibition, %; measured here: ATP CellTiter-Glo viability
Active calls of the source: *; nt = not tested or not shown.

SMILES	AID772	AID772 condensed nuclei	AID772 second	AID364	HT29 cell growth-1	HT29 cell growth-1 condensed nuclei	HT29 cell growth-1 ATP viability	A549 NSCLC growth	HT29 cell growth-2	HT29 cell growth-2 condensed nuclei	HT29 cell growth-2 ATP viability
c1coc(-c2nnc3sc(Cc4cccs4)nn23)c1	-27	4	-56	3%	21	5.6	8	13	7	2.2	-14
CSC1=Nc2sc3c(c2C2=NCCN12)CC(C)(C)OC3	-31	3	-15	-3%	-17	4.0	0	6	17	2.2	4
CCC(=O)Nc1nc2ccccc2n1Cc1ccccc1C	31	5	3	4%	-13	1.8	-2	64*	24	3.6	0
COC(=O)CNc1nc(-c2cccnc2)nc2ccccc12	-56	8	-12	-10%	4	3.5	-12	7	14	3.2	-7
Cn1c(N2CCOCC2)nc2c1c(=O)n(Cc1ccc(Cl)cc1)c(=O)n2C	4	5	-14	5%	3	2.3	5	17	-22	2.1	9
COc1ccc(OCC(O)CN2C(=O)NC(C)(C)C2=O)cc1 (stereo not drawn)	22	4	-32	-5%	-18	2.8	-2	2	29	4.9	-6
Cc1cccc(C)c1NC(=O)CSCC(=O)c1ccc(O)c(O)c1	31	4	-51	-1%	25	7.0	-2	76*	13	2.2	-16
CN(C)c1nc2n(c(=O)n1)C(C#N)CS2 (stereo not drawn)	9	2	-6	6%	18	2.3	-15	-1	1	2.4	-34
CCN(CC)CCNC(=O)c1cc(S(C)(=O)=O)ccc1OC	-56	2	-29	-4%	-11	3.1	-19	-5	-27	2.6	nt
CC1(C)Cc2c(C#N)c(OCC(=O)c3ccccc3)nc(-c3ccoc3)c2CO1	64	26	68	13%	28	2.3	9	22	22	2.4	21
Cc1ccc(C2C3CN(C(C)C)CC=C3C(C#N)=C(N)C2(C#N)C#N)cc1 (stereo not drawn)	47	2	17	7%	24	3.0	6	25	50	1.6	20
CCOC(=O)C1=C(N)n2c(s/c(=C\c3cccnc3)c2=O)=C(C(=O)OC)C1c1cccnc1 (stereo not drawn)	44	10	-20	6%	9	2.7	-5	3	57	1.7	-9

9 entries from above in a different format.
structure | AID772 | AID772 condensed nuclei | AID772 second | AID364 | HT29 cell growth-1 | HT29 cell growth-1 condensed nuclei | HT29 cell growth-1 ATP viability | A549 NSCLC growth | HT29 cell growth-2 | HT29 cell growth-2 condensed nuclei | HT29 cell growth-2 ATP viability
COC(=O)CNc1nc(-c2cccnc2)nc2ccccc12 | -56 | 8 | -12 | -10% | 4 | 3.5 | -12 | 7 | 14 | 3.2 | -7
Cn1c(N2CCOCC2)nc2c1c(=O)n(Cc1ccc(Cl)cc1)c(=O)n2C | 4 | 5 | -14 | 5% | 3 | 2.3 | 5 | 17 | -22 | 2.1 | 9
COc1ccc(OCC(O)CN2C(=O)NC(C)(C)C2=O)cc1 (stereo not drawn) | 22 | 4 | -32 | -5% | -18 | 2.8 | -2 | 2 | 29 | 4.9 | -6
Cc1cccc(C)c1NC(=O)CSCC(=O)c1ccc(O)c(O)c1 | 31 | 4 | -51 | -1% | 25 | 7.0 | -2 | 76* | 13 | 2.2 | -16
CN(C)c1nc2n(c(=O)n1)C(C#N)CS2 (stereo not drawn) | 9 | 2 | -6 | 6% | 18 | 2.3 | -15 | -1 | 1 | 2.4 | -34
CCN(CC)CCNC(=O)c1cc(S(C)(=O)=O)ccc1OC | -56 | 2 | -29 | -4% | -11 | 3.1 | -19 | -5 | -27 | 2.6 | nt
CC1(C)Cc2c(C#N)c(OCC(=O)c3ccccc3)nc(-c3ccoc3)c2CO1 | 64 | 26 | 68 | 13% | 28 | 2.3 | 9 | 22 | 22 | 2.4 | 21
Cc1ccc(C2C3CN(C(C)C)CC=C3C(C#N)=C(N)C2(C#N)C#N)cc1 (stereo not drawn) | 47 | 2 | 17 | 7% | 24 | 3.0 | 6 | 25 | 50 | 1.6 | 20
CCOC(=O)C1=C(N)n2c(s/c(=C\c3cccnc3)c2=O)=C(C(=O)OC)C1c1cccnc1 (stereo not drawn) | 44 | 10 | -20 | 6% | 9 | 2.7 | -5 | 3 | 57 | 1.7 | -9

Next section:
SMILES	AID772	AID772 condensed nuclei	AID772 second	AID364	HT29 cell growth-1	HT29 cell growth-1 condensed nuclei	HT29 cell growth-1 ATP viability	A549 NSCLC growth	HT29 cell growth-2	HT29 cell growth-2 condensed nuclei	HT29 cell growth-2 ATP viability
O=C1[C@@H]2[C@H](C(=O)N1O)[C@H]1C=C[C@@H]2C1	-7	7	1	-8%	8	5.8	-8	0	2	1.8	-19
CCCCC1(C(=O)OCC)CC(CN2CCOCC2)OC1=O (stereo not drawn)	-32	8	-26	-11%	-16	0.6	-5	5	19	2.6	-16
COC(=O)c1ccccc1N1C(=O)[C@@H]2C(c3ccc(Br)cc3)=NO[C@@H]2C1=O	15	12	-6	-5%	4	2.0	-2	3	2	2.4	-22
Cc1cc(C)n(CC2CC(=O)N(c3ccc(C)c(Cl)c3)C2=O)n1 (stereo not drawn)	12	4	-9	-5%	32	5.3	17	1	28	3.7	5
Nc1ccc2ncccc2c1N	28	15	-2	-8%	60	4.5	20	29	42	12	9
CC(C)N1CCc2c(sc(N)c2C#N)C1	-6	3	-7	-10%	25	1.7	-3	17	11	1.2	5
N#Cc1nc(COc2ccc(Br)cc2)oc1NCCN1CCOCC1	16	6	33	-11%	24	6.4	-6	13	15	2.9	8
CC(C)OC(=O)C(C#N)c1nc2ccccc2nc1N1CCCC1 (stereo not drawn)	54	9	-11	9%	-23	4.9	-8	18	17	0.8	4
N#Cc1c(N2CCOCC2)nc(-c2ccco2)c2c1CCCC2	-12	5	-14	8%	6	3.2	-4	7	-16	1.2	-1
COC(=O)c1ccn(C(=O)c2ccc(Cl)cc2)n1	-113	6	-19	-8%	18	1.8	9	3	-11	2.4	-1
Cc1ccc2c(c1)[C@@H]1CN(C)CC[C@@H]1N2S(=O)(=O)c1ccc(F)cc1	-29	3	-31	-4%	-14	1.6	-4	11	19	0.7	-11
COC(=O)c1ccc(=O)n(Cc2ccco2)c1	-21	3	-32	-5%	4	4.2	-5	1	-14	1.5	-8
CCCCNC(=O)NS(=O)(=O)c1ccc(C)cc1	-42	2	-19	6%	-18	3.1	-10	1	-28	2.6	nt
C=CCOC(=O)C1=C(C)NC(SCC(=O)N(CC)CC)=C(C#N)C1c1ccccc1 (stereo not drawn)	54	12	-2	6%	12	1.6	-6	51*	54	4.3	3
CCOc1ccc(Cn2c(O)cc(=O)[nH]c2=O)cc1	40	19	-1	-9%	8	0.8	-3	6	-8	1.3	-21
CC(C)CN1C(=O)NC(NC(=O)c2cccnc2)(C(F)(F)F)C1=O (stereo not drawn)	10	3	-3	9%	-7	2.5	-2	0	12	1.7	9
CC(C)c1nc(N2CCOCC2)c(C#N)c2c1COC(C)(C)C2	1	3	1	-2%	6	2.9	-1	16	-17	3.2	6
O=C(O)c1ccc(COc2c(F)c(F)c(F)c(F)c2F)o1	-24	2	-2	-7%	16	2.3	10	4	48	0.6	20
CCc1nc(N)nc(N)c1-c1ccc(Cl)cc1	55	34	83	2.6µM*	38	0.6	62	80*	78	3.8	nt
Cc1ccc(S(=O)(=O)/C(C#N)=C/c2c(N3CCN(C)CC3)nc3ccccn3c2=O)cc1	-42	1	-36	6%	8	16	-7	3	17	1.9	-17
Cn1c(-n2c(-c3ccco3)nc3ccccc3c2=O)nc2ccccc21	-31	12	-1	-7%	5	4.0	4	17	0	7.3	5
Cc1c(C(=O)O)sc(=S)n1-c1ccccc1	47	3	10	0%	17	2.0	-8	1	-7	1.0	2
CC1CN(c2oc(-c3ccccc3Cl)nc2C#N)CC(C)O1 (stereo not drawn)	-19	4	-61	-12%	-9	3.9	0	5	-6	3.9	-4
CCOc1cc2nc(-c3ccc(OC)c(OC)c3)nc(N3CCOCC3)c2cc1OC	88	40	98	8%	60	12	46	66*	97*	39*	90*
CCN(CC)c1ccc2c(C)c(-c3ccc(N)cc3)c(=O)oc2c1	80	30	91	10%	14	10	20	27	88	19	64
COC(=O)/C=c1/s/c(=C(\C#N)C(=O)NCc2ccco2)n(-c2ccccc2)c1=O	-24	4	-24	6%	-36	3.8	-13	17	4	2.6	-7
CC(=O)O[C@]1(C(C)=O)CC[C@H]2[C@@H]3C[C@H](C)C4=CC(=O)CC[C@]4(C)[C@H]3CC[C@@]21C	-2	2	8	4%	-12	0.6	17	50	-1	1.6	nt
C[C@@H]1C[C@H]2[C@@H]3C[C@H](F)C4=CC(=O)C=C[C@]4(C)[C@@]3(F)[C@@H](O)C[C@]2(C)[C@@]1(O)C(=O)CO	40	4	12	7%	7	2.3	-11	15	-36	1.4	nt
CCNC(=O)c1cc2c(=O)n3cccc(C)c3nc2n(CCc2ccccc2)c1=N	77	1	68	3%	44	3.7	23	70*	38	4.6	42
CCNC(=O)N(C(=O)NCC)n1c(C)nnc1C	21	3	11	3%	-4	2.4	-6	-4	-9	4.0	-16
CN(C)/C=C1\N=C(c2ccc(Cl)cc2Cl)OC1=O	-6	12	7	1%	7	2.1	12	20	-26	2.6	4
COc1cccc(C2/C(=C(\O)c3ccc4c(c3)OCCO4)C(=O)C(=O)N2CCCN(C)C)c1OC (stereo not drawn)	-90	2	-56	-10%	0	4.3	-3	-10	-13	1.4	-15
COc1ccc(OC)c(C2/C(=C(\O)c3ccc(OC)c(Cl)c3)C(=O)C(=O)N2CCN(C)C)c1 (stereo not drawn)	-40	2	-19	-3%	-11	3.2	-7	18	34	4.8	9
CC(C)c1nc2n[nH]c(N)c2c2c1CCCC2	23	6	26	-2%	-2	3.2	5	-6	-11	3.2	5
NS(=O)(=O)c1cc2c(cc1Cl)NCNS2(=O)=O	-2	4	-11	6%	-1	5.3	-17	-9	13	3.3	nt
OCCOCCNc1ncnc2c1cnn2-c1ccc(Cl)cc1	-41	4	-32	4%	-15	3.2	-10	13	-17	0.7	-9
Oc1c(Cl)cc(Cl)cc1CNc1ccc(Br)cn1	-47	11	-3	-9%	-47	2.8	6	17	-6	1.6	6
CCOc1cccc(-c2nnc3sc(-c4ccc(C)cc4)nn23)c1	64	10	66	34%	51	4.9	18	48	57	12	35
CCCn1c(SCC(N)=O)nc2c(c1=O)C1(CCCC1)Cc1ccccc1-2	4	6	-5	2%	25	5.7	12	33	21	4.7	5
COc1ccc(CN(C)CCc2ccccn2)c(OC)c1OC	-35	2	-27	-3%	-14	2.2	-8	-1	-15	3.3	-8
CC(=O)NCC(=O)OCN1C(=O)c2ccccc2C1=O	-29	5	-32	6%	-35	2.2	-7	-3	-6	3.9	4
c1cncc(Oc2cccc(Oc3cccnc3)c2)c1	18	2	-9	-1%	10	2.1	-10	21	14	1.7	-40
C=CCn1c(-c2ccc(OC)c(OC)c2)n[nH]c1=S	6	8	-8	9%	7	3.3	-2	4	26	2.2	-1
N#Cc1c(N2CCCCC2)nc(N2CCCCC2)c2c1CCN(Cc1ccccc1)C2	27	12	41	6%	18	5.5	10	19	46	1.9	31
CCC1(C)Cc2c(sc3c2c(=O)n(C)c2nnc(SCc4ccccc4)n32)CO1 (stereo not drawn)	-12	7	-12	5%	14	1.7	-12	30	4	1.4	-7
CCc1nc(N2CCOCC2)c(C#N)c2c1CCCC2	15	16	19	0%	13	3.4	6	4	31	1.9	-1
CCCCCOc1ccccc1C(=O)NCC(=O)O	-69	1	-29	-8%	-35	2.9	2	6	-10	2.1	-1
CCCCN(CCCC)C(=O)CSc1nnc2n(C)c(=O)c3c4c(sc3n12)CCCC4	49	4	42	8%	-1	3.7	17	70*	32	2.3	34
COc1cc(-c2cc(C(F)(F)F)n3ncc(C(=O)O)c3n2)cc(OC)c1OC	20	6	-15	-11%	-26	2.5	-14	-5	30	1.7	-4
O=C(CSc1nc2ccccc2c(=O)n1CC1CCCCC1)N1CCOCC1	12	2	15	-6%	-14	0.9	6	20	34	10	-6
CSc1ccccc1NC(=O)c1c(Br)cnn1C	21	1	0	8%	9	1.9	-2	5	-3	1.8	-13
CCCCOc1ccccc1P(=O)(O)CP(=O)(c1ccccc1)c1ccccc1	15	17	8	-1%	24	3.3	-2	15	21	1.0	-8
CNS(=O)(=O)c1cccc2nsnc12	-21	4	-19	-5%	24	6.0	2	-11	50	1.7	-5

These rows are one share of the data; rates above refer to the full screens.
